Myeloid diff 2: myeloid differentiation induction | ER-HoxA9 myeloid progenitors, lysozyme-GFP differentiation, flow cytometry | calls only at 10 µM | actives 1% (n = 360,000);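 active = normalized GFP-positive differentiation at or above the plate's own cutoff, the solvent-only control mean plus 3 SD; inconclusive = no clear call, values can overlap the other calls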;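 note: cells exposed to compound for four days before flow analysis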
Myeloid diff 2 GFP+ MAC1+ %: second read-out of Myeloid diff 2, no call of its own (marks repeat the call); GFP+ MAC1+ double positive, %; measured here: differentiation confirmed by MAC1 staining
* = called active by the depositor; i = inactive; ? = inconclusive; . = no result given.

The line under a structure holds: Myeloid diff 2	Myeloid diff 2 GFP+ MAC1+ %
1. COc1cccc(-c2cnc3c(NC=O)cc(-c4ccc(N5CCN(C)CC5)cc4)cn23)c1
  i	0.9
2. CCCCN(C(=O)c1cc(Cl)nc2ccccc12)c1c(N)n(CCCC)c(=O)[nH]c1=O
  i	0.5
3. CSc1ccccc1C(=O)N(CC1CCCO1)c1c(N)n(Cc2ccccc2)c(=O)[nH]c1=O (stereo not given)
  i	1.8
4. COc1ccc(NC(=O)C(=O)NCCC2CCCCN2S(=O)(=O)c2ccc(F)cc2)cc1 (stereo not given)
  ?	.
5. COc1cccc(C(=O)N2CCN(c3nc4cc(C)cc(C)c4cc3C#N)CC2)c1
  i	0.2
6. Cc1ccc(-n2nnnc2SCC(=O)NCC2(N3CCOCC3)CCCCC2)cc1
  i	0.3
7. Cc1ccc(S(=O)(=O)N2CCC(=O)c3ccccc32)cc1
  i	1.1
8. O=C(CNC(=O)c1cccc(Cl)c1)NCC(c1cccs1)N1CCOCC1 (stereo not given)
  i	0.9
9. CCc1nn2c(=O)cc(COC(=O)c3ccc(SC)cc3OC)nc2s1
  i	0.4
10. CCN(CC)CCn1c2c(c(SCC(=O)Nc3cccc4ccccc34)nc1=O)CCC2
  i	1.4
11. O=C(NCc1ccccc1)C(c1ccccc1)n1c(-c2ccncc2)nc2ccccc21 (stereo not given)
  i	2.7
12. C[C@H]1COc2cc(N3CC[C@H](O)C3)ccc2S(=O)(=O)N1
  i	1.1
13. COc1cccc(C(=O)O[C@H]2[C@H](C)NS(=O)(=O)[C@H]3C[C@@H]4C=C[C@]23O4)c1
  i	1.2
14. Cc1cccc(N2CCN(C(=O)c3ccccc3OCc3c(C)noc3C)CC2)c1C
  i	0.6
15. COc1ccc2nc(SCC(=O)N(C)CC(=O)Nc3ccc(F)cc3)[nH]c2c1
  i	0.2
16. COc1cccc(C(=O)OCC(=O)c2ccc(Br)s2)c1OC
  i	0.5
17. COc1ccc(NC(=O)CCOc2ccc(C)cc2)cc1S(=O)(=O)N1CCOCC1
  i	0.9
18. C#CCOCCOCCOCCNc1nc(N2CCN(C(=O)[C@H](CCCCN)n3cc(CN)nn3)CC2)nc(N2CCN(C(=O)[C@H](CCC(=O)O)n3cc([C@@H](N)[C@H](C)CC)nn3)CC2)n1
  i	0.8
19. CCCCN(C)C(=O)C1CCN(c2ccc(S(=O)(=O)N3CCOCC3)cc2[N+](=O)[O-])CC1
  i	0.5
20. O=S(=O)(c1ccccc1)N1CCN(Cc2nnc(-c3ccccc3)o2)CC1
  i	0.3
21. CCC1(c2ccc(F)cc2)NC(=O)N(CC(=O)N2CCN(S(=O)(=O)c3ccc(C)cc3)CC2)C1=O (stereo not given)
  i	0.7
22. CC(=O)NC(C)c1cc(F)c2cccnc2c1O (stereo not given)
  i	0.6
23. O=C(CSc1ccc(-c2ccc(-n3cccn3)cc2)nn1)Nc1ccccc1F
  i	0.9
24. Cc1ccc(NC(=O)COC(=O)c2c(-c3ccccc3)noc2C)cc1
  i	0.5
25. O=C1c2ccccc2C(=O)N1CCCCc1cn(C[C@H]2CC[C@@H]([C@@H]3CC[C@H](Cn4cc(CCCCN5C(=O)c6ccccc6C5=O)nn4)O3)O2)nn1
  i	2.7
26. OC(c1cc(F)cc(Cl)c1)c1ncc(-c2ccc3ccccc3c2)[nH]1 (stereo not given)
  i	0.8
27. C/C(=N/NS(=O)(=O)c1ccc(Br)cc1)c1cccc(NC(=O)C2CC2)c1
  i	0.8
28. CCCCn1cnc2c(Sc3c([N+](=O)[O-])ncn3C)nc(N)nc21
  i	1.6
29. COc1ccccc1NC(=O)C(C)OC(=O)c1nc2nc(C)cc(C)n2n1 (stereo not given)
  i	1.1
30. Cc1ccc(C(=O)Nc2nc(C(N)Cc3ccc(C(F)(F)F)cc3)cs2)cc1 (stereo not given)
  i	1.0
31. CC(C)(C)OC(=O)N[C@H]1C=C[C@@H](OC(=O)CC(=O)OCC(F)(F)F)C1
  i	3.5
32. O=C(COC(=O)COc1ccc(Br)cc1)NNC(=O)c1ccccc1
  i	0.6
33. Cc1ccc(S(=O)(=O)N2CCOCC2)cc1NC(=O)CSc1nnc(C2CC2)n1C1CC1
  i	0.9
34. CCOC(=O)[C@@H]1[C@H]2COc3ccc(Br)cc3[C@@H]2N2C(=O)N(c3ccc(Br)cc3)C(=O)[C@@]12C
  i	1.0
35. O=C(NCc1ccccc1)c1onc(CSc2ccc(Cl)cc2)c1C(=O)NCC1CC1
  i	1.6
36. COc1cccc(-c2ncc3ccccc3c2COC(=O)c2ccc(C(C)(C)C)cc2)c1
  i	0.7
37. CCC(c1nnnn1-c1ccc2c(c1)OCCO2)N1CCN(c2ccc(OC)cc2)CC1 (stereo not given)
  i	1.1
38. COc1ccc(-c2[nH][nH]c(=O)c2NC(=O)c2ccccn2)cc1
  i	1.4
39. COC(=O)c1cc(NC(=O)CN2C(=O)C(=O)N(C3CCCC3)C2=O)cc(C(=O)OC)c1
  i	1.0
40. CCCCN1C(=O)C(CC(=O)NCc2ccco2)CC(C(=O)N2CCCCCC2)=C1C (stereo not given)
  i	1.2
41. COCCNc1nnc(SCC(=O)NC(=O)c2ccc(Cl)cc2)s1
  i	0.7
42. N#CC1(Nc2cccc(Cl)c2)CCCC1
  i	1.3
43. COc1ccc(CN(C)CC(=O)N(C)CC(=O)Nc2ccccc2Br)cc1F
  i	0.7
44. CCOC(=O)C1CCC(=O)N1Cc1c[nH]c2ccccc12 (stereo not given)
  i	1.4
45. COc1ccccc1C(=O)COC(=O)Cn1c(C)csc1=O
  i	0.5
46. Cc1ccc(S(=O)(=O)N2CCN(C(=O)CCCOc3ccc(Cl)cc3C)CC2)cc1
  i	1.1
47. CC1(c2ccccc2)NC(=O)N(CC(=O)NNC(=O)c2ccccc2F)C1=O (stereo not given)
  i	1.2
48. CC(NC(=O)Cn1cc([N+](=O)[O-])cn1)c1ccc(C(C)(C)C)cc1 (stereo not given)
  i	0.3
49. CC(C)C[C@H]1COc2cc(N3CCC[C@H]3CO)ccc2S(=O)(=O)N1
  i	2.1
50. CCC(=O)c1ccc(OCC(=O)Nc2ccc(N3CCCCC3)cc2)cc1
  i	0.2
51. COc1cccc(NC(=O)CN(C)C(=O)CCC(=O)c2cc(C)sc2C)c1
  i	1.5
52. COc1ccc([N+](=O)[O-])cc1NC(=O)C1CCCN1S(=O)(=O)c1cccs1 (stereo not given)
  i	1.8
53. COc1ccc(-c2c(C)cc3oc(=O)cc(-c4ccccc4)c3c2C)cc1F
  i	1.8
54. CC1(C(=O)NCc2ccccc2Br)CCN1Cc1ccc(-c2ccccc2)o1 (stereo not given)
  i	1.1
55. CC(=O)NC(c1ccc(F)c(F)c1)c1nc(-c2cccs2)cs1 (stereo not given)
  i	0.6
56. Cc1cccc(NC(=O)CSCC(=O)Nc2ccc(S(=O)(=O)N3CCCCC3)cc2)c1
  i	1.0
57. CC(=O)NCCNC(=O)c1cccc(NS(=O)(=O)c2ccc3c(c2)OCCO3)c1
  i	0.4
58. O=C(CN1CCCCC1)Nc1ccccc1C(=O)NC1CC1
  i	0.3
59. Cc1nc2c(OCc3ccc(C(F)(F)F)cc3)cccn2c1N(C)C(=O)CCC1CCCC1
  i	0.4
60. O=C(COC(=O)c1ccc2ncsc2c1)NCc1ccccc1Cl
  i	0.2

Continued:
The line under a structure holds: Myeloid diff 2	Myeloid diff 2 GFP+ MAC1+ %
61. CCCOc1ccc(C(=O)Nc2ccccc2[N+](=O)[O-])cc1
  i	0.6
62. COc1ccc(-n2nnnc2SC(C)C(=O)NC2CCCC2)cc1 (stereo not given)
  i	0.6
63. Cc1ccccc1-c1cc(C(=O)NCc2ccco2)nn1CC1CC(c2cccc([N+](=O)[O-])c2)=NO1 (stereo not given)
  i	4.6
64. CC(C)C(=O)N1CCC1(C)C(=O)Nc1ccc(-n2cccc2)cc1 (stereo not given)
  i	1.6
65. CN(Cc1ccc(Cl)cc1)C(=O)c1ccc(S(=O)(=O)NCc2ccco2)cc1
  i	0.2
66. COc1ccc(Cl)cc1S(=O)(=O)N1CCCC(C(=O)NCC(N)=O)C1 (stereo not given)
  i	1.0
67. CNC(=O)C1(C)CCN1C(=O)c1ccccc1CCc1ccccc1 (stereo not given)
  i	1.4
68. O=C1C=C(c2ccc(C(=O)O)cc2)C[C@@H](c2ccc3c(c2)OCO3)C1
  i	1.1
69. CCN(CC(=O)Nc1ccccc1C(F)(F)F)C(=O)CCS(=O)(=O)c1ccc(C)cc1
  i	0.5
70. O=C(OCC(=O)N1CCC(Cc2ccccc2)CC1)c1cccnc1Cl
  i	0.6
71. CCNC(=S)Nc1ccc2c(c1)oc1ccccc12
  i	0.2
72. O=C(Cc1ccccc1)NCC(=O)N1CCN(Cc2cccc(Cl)c2)CC1
  i	0.2
73. O=C(C[C@H]1CC[C@H]2[C@@H](COC[C@@H](O)CN2S(=O)(=O)c2ccc(F)cc2)O1)N[C@@H]1CCN(Cc2ccccc2)C1
  i	2.1
74. CCCCn1c(N)c(N(CC(C)C)C(=O)CCCn2c(=O)oc3ccccc32)c(=O)[nH]c1=O
  i	0.4
75. O=C(NCC(=O)N1CCN(c2ncccn2)CC1)c1ccccc1OC(F)F
  i	0.6
76. Cc1cccc(NC(=O)CN(C)C(=O)c2ccc(N3CCCCCC3)c([N+](=O)[O-])c2)c1C
  i	1.0
77. Cc1cc(NS(=O)(=O)c2ccccc2)ccc1NS(=O)(=O)c1ccccc1
  i	1.1
78. CCOc1ccc(OCCC(=O)OCC(=O)N2CCN(S(=O)(=O)c3ccc(C)cc3)CC2)cc1
  i	1.0
79. CCOc1ccc(NC(=O)CN(C)C(=O)CCCn2c(=O)oc3ccccc32)cc1OCC
  i	0.7
80. O=C(CC[C@H]1O[C@@H](n2cnc3c(NC(=O)c4ccccc4)ncnc32)[C@H](O)[C@@H]1O)NCCCN1CCOCC1
  i	0.2

Entries of single compounds as entered above:
Shown for `CC(=O)NC(C)c1cc(F)c2cccnc2c1O` (stereo not given) : Myeloid diff 2 = i; Myeloid diff 2 GFP+ MAC1+ % = 0.6
Shown for `CCOC(=O)C1CCC(=O)N1Cc1c[nH]c2ccccc12` (stereo not given) : Myeloid diff 2 = i; Myeloid diff 2 GFP+ MAC1+ % = 1.4

In a second layout: 4 of the compounds above.
77	Cc1cc(NS(=O)(=O)c2ccccc2)ccc1NS(=O)(=O)c1ccccc1
78	CCOc1ccc(OCCC(=O)OCC(=O)N2CCN(S(=O)(=O)c3ccc(C)cc3)CC2)cc1
79	CCOc1ccc(NC(=O)CN(C)C(=O)CCCn2c(=O)oc3ccccc32)cc1OCC
80	O=C(CC[C@H]1O[C@@H](n2cnc3c(NC(=O)c4ccccc4)ncnc32)[C@H](O)[C@@H]1O)NCCCN1CCOCC1

assay / compound,77,78,79,80
Myeloid diff 2,i,i,i,i
Myeloid diff 2 GFP+ MAC1+ %,1.1,1.0,0.7,0.2

Additional entries:
The line under a structure holds: Myeloid diff 2	Myeloid diff 2 GFP+ MAC1+ %
81. Cc1noc(C)c1C(=O)OC(C)C(=O)c1ccc(C(C)(C)C)cc1 (stereo not given)
  i	2.2
82. Cc1cc(C)n2nc(C(=O)OCC(=O)N3C(C)CCCC3C)nc2n1 (stereo not given)
  i	0.4
83. CCOc1ccc(CCNC(=O)COC(=O)Cn2cnc3c2c(=O)n(C)c(=O)n3C)cc1OCC
  i	0.7
84. NC(=O)C1CCCN1Cc1ccc2c(c1)OCO2 (stereo not given)
  i	1.2
85. O=C(COC(=O)c1nc(Cl)ccc1Cl)NCc1cccs1
  i	1.0
86. CC(C)C[C@@H](COCc1ccc(F)cc1)N1CCN(C(=O)c2cccc(C(F)(F)F)c2)CCC1=O
  i	0.7
87. Cc1ccc(Cn2cc(CN3CC(N4CCN(Cc5cccc(C)c5)CC4)CS3(=O)=O)nn2)cc1 (stereo not given)
  i	0.6
88. CC1Oc2ccc(C#N)cc2N(Cc2ccccc2OC(F)(F)F)C1=O (stereo not given)
  i	1.9
89. Cc1ccc(NS(=O)(=O)c2ccc(Cl)c(N=Nc3c(O)[nH]c(=O)[nH]c3=O)c2)cc1Cl
  i	1.0
90. OC(C#Cc1ccccc1)(c1ccccc1)c1ccccc1
  i	0.4
91. COCC(C)n1c(C)cc(C(=O)COC(=O)c2cccn2C)c1C (stereo not given)
  i	1.9
92. CCCc1ccc(C(O)c2ncc(-c3ccccc3C)[nH]2)cc1 (stereo not given)
  i	1.6
93. OCC[C@@H]1C[C@H](O)[C@@H](O)[C@@]2(OCCCc3cc(Cl)ccc32)O1
  i	0.7
94. CCCNC(=O)C(CC)NC(=O)c1cccc([N+](=O)[O-])c1 (stereo not given)
  i	0.4
95. CCc1nc2c(OCC(=O)C(C)(C)C)cccn2c1N(C)C(=O)COc1ccccc1
  i	0.8
96. COc1ccc(NC(=O)CN(C)C(=O)c2cc(S(=O)(=O)N(C)C)ccc2N2CCCC2)cc1
  i	0.4
97. O=C(COC(=O)c1cccc(Br)c1)NCc1ccco1
  i	2.0
98. COC(=O)c1ccccc1NS(C)(=O)=O
  i	2.1
99. N#Cc1cc([N+](=O)[O-])ccc1NC(=O)COC(=O)C1CC2CCCC(C1)C2=O (stereo not given)
  i	0.8
100. O=C(NCCC(=O)N(CCc1ccccc1)Cc1ccccc1)c1ccc([N+](=O)[O-])cc1
  i	0.5
101. CC[C@]1(C(=O)OC)[C@H]2C(=O)N(C)C(=O)[C@H]2[C@H]2CN=C(SCc3ccccc3)N21
  i	0.4
102. CCN(CC)C(=O)C1=C(C)N(Cc2ccc(OC)cc2)C(=O)C(CC(=O)NCC2CCCCC2)C1 (stereo not given)
  i	0.4
103. CCCNC(=O)C1CN(S(=O)(=O)c2ccc(Cl)s2)c2ccccc2O1 (stereo not given)
  i	0.6
104. CN1C(=O)[C@@](O)(c2cn(C)c3ccccc23)c2ccccc21
  i	1.1
105. COc1ccccc1C(=O)NNC(=O)CN(C)S(=O)(=O)c1ccc(Cl)cc1
  i	0.3
106. O=C(CSc1nc(=O)n2ccccc2n1)NCc1ccccc1Cl
  i	0.5
107. O=C(NNc1ccccc1)OCc1ccccc1
  i	0.7
108. CCc1ccccc1Nc1nc(N)nc(COC(=O)C2=COCCO2)n1
  i	0.6

From PubChem

An excerpt (hit frequency here may not be typical).
